Bioassay records deposited in PubChem BioAssay by National Center for Advancing Translational Sciences (NCATS).
HTT aggregate – reduces HttQ103-GFP aggregates in PC12 cells; PC12 HttQ103-GFP aggregates, Acumen cytometry, 40 h; Potency, µM (series often up to 46.1 µM), inactives show at the highest dose activity change, negative = inhibition, usual class: inhibitors; 220,000 tested, 1.1% active; also: potency is read from the fitted curve at half-maximal effect; % is scaled to controls: 0 for no effect and ±100 for the full control effect; nearly all actives have a fitted effect of over 60% in size
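Inducible Q103 Huntingtin exon 1–GFP PC12 line, 1500 cells/well in phenol red free DMEM with 5% equine and 5% calf serum. Tebufenozide 100 nM induced expression; compounds titrated; aggregates quantified by cytometry.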
Luc counter – counter-screen: inhibitors of Kinase-Glo firefly luciferase; AID 1379; Potency, µM (doses to about 38.3 µM), for the others: top-dose activity change, negative = inhibition, usual class: inhibitors; Kinase-Glo luciferase, ATP luminescence, 8 min; 200,000 tested, 0.28% active; also: potency is read from the fitted curve at half-maximal effect; % is scaled to controls: 0 for no effect and ±100 for the full control effect; nearly all actives have a fitted effect of over 60% in size
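Compounds were added to a substrate mix at pH 7.2 (50 mM imidazole, 10 uM ATP, within the enzyme's linear range), followed by Kinase-Glo detection reagent; luminescence was measured after 8 minutes at ambient temperature.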
IMPase Li inh – cell-permeable IMPase inhibitors with lithium potentiation | Potency, µM (doses to about 59.4 µM), inactives show at the top dose activity, negative = IMPase inhibition, actives largely listed as inhibitors | CHO-M1 cells, IP1 TR-FRET (IP-One), carbachol + lithium | 210,000 tested, 0.35% active;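 also: IP1 builds up when IMPase is blocked and the TR-FRET signal falls; potency is read from the fitted curve at half-maximal effect; plate controls were basal vehicle for no effect and high inhibitor control for full effect; nearly all actives have a fitted effect of over 50% in size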
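Test compounds were applied to CHO-M1 cells previously cultured for 16–30 h at 2000 per well. A small lithium amount accompanied them; after 30 min at 37C, IP1 was quantified by TR-FRET.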
HTT cytoprotect – Huntington cell model cytoprotection by ATP luminescence. 230,000 tested, 0.14% active. Potency, µM (series often up to 56.4 µM), for inactives: cytoprotection (ATP increase), hits mostly activators. PC12 HTT-Q103 induced, cytoprotection, ATP luminescence, 40 h;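 also: potency is read from the fitted curve at half-maximal effect; % of control where 0% means no effect; nearly all actives have a fitted effect of over 45% in size; toxic huntingtin expression switched on by the ecdysone agonist tebufenozide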
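PC12 cells stably carrying ecdysone-inducible Htt exon 1 (Q103)–GFP were induced with 100 nM tebufenozide (final) alongside library compounds in a dose series. Cytoprotection was scored as retained ATP by ATPlite luminescence.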
CBFb-RUNX1 inh – inhibitors of human CBF-beta and RUNX1 interaction. Potency, µM (doses to about 59.8 µM), inactives show at the highest dose activity, negative = inhibition, hits mostly inhibitors. 230,000 tested, under 10 active. Q01196+Q13951. AlphaScreen CBFb-His/RUNX1-biotin binding, biochemical. AID 1477; also: % of control where 0% means no effect
Target sequence (Q01196 whole entry, looked up): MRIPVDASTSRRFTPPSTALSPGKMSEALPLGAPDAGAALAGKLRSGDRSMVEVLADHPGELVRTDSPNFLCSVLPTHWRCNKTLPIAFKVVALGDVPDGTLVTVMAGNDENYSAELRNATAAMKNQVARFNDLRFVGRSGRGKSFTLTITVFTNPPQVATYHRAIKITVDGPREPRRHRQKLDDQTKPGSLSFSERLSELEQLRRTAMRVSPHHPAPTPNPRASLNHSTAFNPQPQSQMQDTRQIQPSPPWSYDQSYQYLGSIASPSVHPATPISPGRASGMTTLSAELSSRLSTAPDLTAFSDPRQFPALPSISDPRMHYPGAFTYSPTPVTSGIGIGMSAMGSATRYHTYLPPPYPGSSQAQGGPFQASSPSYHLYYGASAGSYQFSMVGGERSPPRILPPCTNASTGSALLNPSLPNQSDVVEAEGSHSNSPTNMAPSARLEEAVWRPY
Target sequence (Q13951 whole entry, looked up): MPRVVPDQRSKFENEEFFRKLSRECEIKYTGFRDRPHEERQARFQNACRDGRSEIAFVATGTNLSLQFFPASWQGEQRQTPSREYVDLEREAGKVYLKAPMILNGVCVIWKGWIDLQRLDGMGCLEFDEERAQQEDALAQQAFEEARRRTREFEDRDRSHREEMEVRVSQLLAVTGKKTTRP
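CBF-beta (His) and RUNX1 (biotin), 30 nM each; 20 min preassociation; + compound, 15 min; + beads 50 ng each (Ni, streptavidin), 90 min; RT; AlphaScreen read.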
SMN2 splice up – increases expression of the SMN2 splice variant; HEK293 SMN2-luciferase splicing reporter, luminescence, 30-36 h; Potency, µM (top dose mostly 46.1 µM), for the others: at the highest dose activity change, positive = activation, actives largely listed as activators; 210,000 tested, 2.8% active; also: potency is read from the fitted curve at half-maximal effect; % of control where 0% means no effect; nearly all actives have a fitted effect of over 55% in size
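HEK293 cells carry an SMN2 minigene-luciferase reporter in which exon 7 inclusion puts luciferase in frame. Cells were seeded at 2000 cells/well, attached for 10-12 hours, then exposed to compounds for 30-36 hours at 37C before ONE-Glo luminescence.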
Lamin A splicing – changes lamin A minigene splicing in HeLa cells; HeLa LMNA splicing GFP/RFP minigene ratio, 48 h; Potency, µM (highest dose often 46.1 µM), for inactives: at the highest dose ratio change, negative = inhibition, hits mostly inhibitors; 200,000 tested, 0.01% active; AID 1487; active = well fitted inhibition curve with a large enough effect in the signal ratio, with a control signal flat, not every such curve was filed as active; inconclusive = small, poorly fitted or top-dose-only effect, or effect the other way, or a change in a side signal; the % refers to the signal ratio; also: potency is read from the fitted curve at half-maximal effect; % is scaled to controls: 0 for no effect and ±100 for the full control effect
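S3 HeLa stable clones carrying a lamin A-EGFP splicing minigene plus DsRed2 were seeded at 600 cells/well in Opti-MEM with 2% FBS, pin-dosed and incubated 48 h at 37°C. Acumen cytometry (488 nm) gave the GFP/RFP total-intensity ratio.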
* marks the source's active call; other numbers are inactive results; ? = inconclusive; · = not tested or not shown; [ ] = dose if it differs, or a comment. Unless noted, calls follow the shape of the dose curve; as a rule, active = well fitted curve in the direction sought with a large enough effect; inconclusive = small, poorly fitted or top-dose-only effect, or another doubt; inactive = no such curve, though single readings can be large; an effect the other way counts as inactive or inconclusive.

#	SMILES	IMPase Li inh	HTT cytoprotect	CBFb-RUNX1 inh	Lamin A splicing	HTT aggregate	Luc counter	SMN2 splice up
1	c1ccc(-c2nc(N3CCN(c4ccccc4)CC3)nc(-n3ccnc3)n2)cc1	·	-28%	-5%	?	14µM*	·	·
2	COc1ccc(CCN(Cc2cccs2)S(=O)(=O)c2ccc(S(=O)(=O)N(C)C3CCCCC3)cc2)cc1OC	5%	12%[10 µM]	-3%	?	-6%	6%	-50%[inhibitor]
3	CC(C)OCCCN1CN(S(=O)(=O)c2ccc(Cl)cc2)c2nc3ccccc3nc21	0%[38.3 µM]	-10%	2%	?	-21%	1%	-18%
4	Cn1c(Cn2nnc(-c3ccccc3)n2)nnc1SCc1ccccc1Cl	32%[activator][38.3 µM]	-13%	-2%	-1%	?	1%	0%
5	N#Cc1c(N)nc2c(c1N)CC(COc1ccccc1)O2 (centres undefined)	-12%[38.3 µM]	-28%	2%	2%	8%	-3%	·
6	CCC(C)(C)NC(=O)Cc1ccc(Cl)cc1	-2%	10%	-1%	·	-2%[9.22 µM]	5%	-10%
7	O=C(CN1CCCCC1)Nc1ccccc1Cl	3%	5%[10 µM]	-4%	2%[46 µM]	7%[9.22 µM]	-1%	·
8	Cc1ccc(C(=O)NC(=S)Nc2cccc(NC(=O)c3ccccc3Cl)c2)cc1[N+](=O)[O-]	-4%	-3%[10 µM]	-21%	-5%	3%	-3%	-3%
9	O=C(CC(O)(c1ccccc1)C(F)(F)F)c1cccs1 (centres undefined)	13%[38.3 µM]	-4%	2%	10%	-7%	17%	-30%[inhibitor]
10	CCOc1ccc(CN2CCN(C3CCSCC3)CC2CCO)cc1 (centres undefined)	18%	29%[10 µM]	3%	19%[46 µM]	-15%[9.22 µM]	1%	·
11	CC(C)OC(=O)NC(c1ccccc1)C(Cl)(Cl)Cl (centres undefined)	13%	9%[10 µM]	20%	-1%	?	-4%	-3%
12	CCCCn1c2c(c(=O)n(C)c1=O)C(CC(=O)OCC(=O)Nc1cccc(C(F)(F)F)c1)C(=O)N2 (centres undefined)	-24%[38.3 µM]	-21%[0.074 µM]	0%	3%	-2%	8%	-19%
13	C/C(CC(=O)NC12CC3CC(CC(C3)C1)C2)=N\NC(=O)Cc1cccs1	0%	-1%[10 µM]	1%	-2%	2%	-2%	1%
14	CCN(CC)c1ccc(NC(=O)c2cccc(C)c2OC)c(C)c1	9%[38.3 µM]	-13%	-21%	?	9%	-12%	?
15	CCN(CCO)c1ncnc2c1sc1nc(CC(C)C)c3c(c12)CC(C)(C)OC3	1%[38.3 µM]	-49%[inhibitor]	5%	10%	7%	-1%	-7%
16	CC(=O)C1=C(C)NC(=O)NC1c1cccc(O)c1 (centres undefined)	10%[38.3 µM]	-2%	13%	19%	-12%	0%	16%
17	COC(=O)c1ccc(C(NC(=O)OCc2ccccc2)/C(=C/[C@@H](C)C(=O)Nc2ccc(OC)cc2)c2cccnc2)cc1 (some centres undefined)	-3%	-22%	0%	·	·	-1%	3%
18	CCc1ccc(-c2nc(CN3CCC(C(=O)N4CCN(c5ccccc5)CC4)CC3)c(C)o2)cc1	15%[38.3 µM]	-24%[0.074 µM]	-6%	?	-101%	9%	-28%
19	COc1ccc(/C=N/NS(=O)(=O)c2ccc(C)cc2)cc1OC(=O)c1ccc(C)cc1	23%[38.3 µM]	30%	-20%	?	18%	-2%	-12%
20	Cc1ccc(-n2c(Cl)c(Cl)nc(Cl)c2=O)cc1	17%	·	5%	?	4.5µM*	-2%	-111%[inhibitor]
21	COc1cc(Cl)c(C)cc1NC(=O)COC(=O)/C=C/c1c(C)nn(C2CCS(=O)(=O)C2)c1Cl (centres undefined)	1%[38.3 µM]	3%	-6%	7%	-11%	-1%	-17%
22	O=S(=O)(c1ccccc1)N1CCN=C1SCc1cccc(Cl)c1	11%	2%[10 µM]	13%	?	-2%	0%	-3%
23	COc1ccc(-n2c(C)cc(/C=C3/SC(=O)N(CC(=O)N4CCOCC4)C3=O)c2C)cc1	5%	-9%[10 µM]	-5%	-7%	?	-3%	4%
24	COc1ccc(NC(=O)CN(C)C(C)C(=O)N2CCCCC2)cc1 (centres undefined)	33%[38.3 µM]	-3%	5%	8%	3%	-3%	11%
25	COc1ccc(C(=O)N2CCC[C@@]3(CCN(C(=O)Nc4cccc(F)c4)C3)C2)cc1	-8%	18%	·	·	·	0%	-14%
26	S=c1nc[nH]c2c1[nH]c1ccc(Cl)cc12	·	24%[10 µM]	5%	·	-15%[9.22 µM]	·	·
27	Cc1ccc(S(=O)(=O)NNC(=S)NC(C)(C)C)cc1	·	9%[10 µM]	8%	·	-6%[9.22 µM]	·	·
28	COc1cccc(NC(=S)Nc2ccc(O)cc2)c1	·	19%[10 µM]	-13%	·	3%[9.22 µM]	·	·
29	CCN(CC)C(=O)C1CCCN(c2ccc([N+](=O)[O-])cc2/C=N/NC(=O)c2cccc(Br)c2)C1 (centres undefined)	17%[38.3 µM]	-3%	4%	-2%	-1%	-1%	6%
30	OCCSc1nc(-c2ccccc2)nc2c1CCC2	2%	3%[0.074 µM]	4%	-9%	0%	-3%	1%
31	O=C(COC(=O)C1CCCCC1)Nc1ccc(S(=O)(=O)N2CCOCC2)cc1	2%	-38%[inhibitor]	-3%	?	28%	0%	-6%
32	Cc1ccc(C2CCN(C(=O)Nc3ccccc3)C2)cc1 (centres undefined)	12%[38.3 µM]	-29%	3%	?	-3%	-1%	?
33	CCN1CCN(CC(=O)Nc2cc(C(F)(F)F)ccc2OCCOC)CC1	·	1%[10 µM]	8%	·	-30%[9.22 µM]	·	·
34	COc1ccc(-n2nnnc2Sc2ccc(S(=O)(=O)N3CCOCC3)cn2)cc1	15%[38.3 µM]	-8%[10 µM]	-1%	0%	-9%	-2%	-17%
35	COC(CNC(=O)c1cc(C)nn1-c1ccccc1)OC	3%[38.3 µM]	-15%	-1%	3%	9%	-2%	-24%
36	O=C(COc1ccc(S(=O)(=O)NC2CCCCC2)cc1Cl)NCc1ccc2c(c1)OCO2	24%[38.3 µM]	-15%	1%	?	-26%	17%	?
37	N#CCSc1nnc(CNc2ccc(F)cc2)o1	3%	-16%[10 µM]	19%	-9%	23%	-1%	-9%
38	CCCCn1c(SCC(=O)NC2CC(C)(C)NC(C)(C)C2)nc2cc(S(N)(=O)=O)ccc21	·	-4%[10 µM]	18%	·	-13%[9.22 µM]	·	·
39	Cc1ccc(CN2CCc3[nH]c(=O)[nH]c(=O)c3C2)cc1	-4%	-30%	10%	·	12%	-2%	10%
40	CCCc1cn(S(=O)(=O)c2ccc(OC)cc2OC)nc1N	4%[38.3 µM]	3%[10 µM]	14%	-7%	3%	0%	12%

Record cards, from the list above. Values in the order: IMPase Li inh	HTT cytoprotect	CBFb-RUNX1 inh	Lamin A splicing	HTT aggregate	Luc counter	SMN2 splice up
OCCSc1nc(-c2ccccc2)nc2c1CCC2 as listed: 2%	3%[0.074 µM]	4%	-9%	0%	-3%	1%
O=C(COc1ccc(S(=O)(=O)NC2CCCCC2)cc1Cl)NCc1ccc2c(c1)OCO2 as listed: 24%[38.3 µM]	-15%	1%	?	-26%	17%	?

Carrying on.
#	SMILES	IMPase Li inh	HTT cytoprotect	CBFb-RUNX1 inh	Lamin A splicing	HTT aggregate	Luc counter	SMN2 splice up
41	O=C1CCc2cc(S(=O)(=O)NC(Cc3ccccc3)C(=O)NCC3CCCO3)ccc2N1 (centres undefined)	-6%[38.3 µM]	-18%	0%	-9%	11%	-3%	-24%
42	CCOCC(=O)Nc1cc(C(=O)Nc2ccccc2)ccc1Cl	-10%[38.3 µM]	0%	0%	-7%	-1%	-9%	12%
43	CCOc1nc(NC(=O)NC(=O)c2ccccc2)nc(-c2ccccc2)n1	?	2%[10 µM]	0%	-16%	-14%	0%	-8%
44	C=CCNC(=O)c1ccc(C)c(Br)c1	11%[38.3 µM]	25%[1.9 µM]	2%	17%	-10%	-2%	-10%
45	COc1cccc(/C=N/Nc2ncnc3c2[nH]c2ccc(C)cc23)c1OC	·	1%[10 µM]	12%	·	0%[9.22 µM]	·	·
46	Cc1cc(C)c(S(=O)(=O)N(C)CC(=O)N2CCCCC2)c(C)c1	6%[38.3 µM]	5%	-3%	-1%	-14%	-8%	-24%
47	O=[N+]([O-])c1ccc(OC/C=C2\Oc3ccc([N+](=O)[O-])cc3C2N2CCOCC2)cc1 (centres undefined)	63%[activator][38.3 µM]	-18%[10 µM]	-13%	-13%	-7%	4%	-32%[inhibitor]
48	CC1(C)CCCC(C)(C)N1CC(O)COCCOc1ccc(Br)cc1 (centres undefined)	-4%	-7%[10 µM]	-7%	?	-11%	1%	-19%
49	O=C(O)/C=C/C(=O)Nc1ccc(O)cc1	·	1%[10 µM]	-3%	?	18%[9.22 µM]	·	·
50	NC(=O)c1ccc[n+]([C@@H]2OC(COP(=O)([O-])OP(=O)(O)OCC3OC(n4cnc5c(N)ncnc54)C(O)C3O)C(O)C2O)c1 (some centres undefined)	0%	?	-4%	·	·	?	-11%
51	Cc1ccccc1CSCC(=O)N1CCN(c2ccccc2)CC1	1%	·	0%	?	1%	4%	28%
52	CCOC(=O)N1CCN(C(=O)CCn2c(=S)[nH]c3ccsc3c2=O)CC1	-5%	-14%	-1%	·	-23%	1%	-9%
53	CCOC(=O)N1CCN(Cc2nc3c(c(=O)n(C)c(=O)n3C)n2CCC(C)C)CC1	5%[38.3 µM]	-87%[inhibitor]	2%	-2%	14%	3%	-14%
54	CCCC(=O)Nc1ccccc1NC(=O)c1ccc(OC)cc1	-1%	-37%[inhibitor]	0%	20%[46 µM]	-10%[9.22 µM]	4%	-11%
55	CCOC(=O)COc1ccc(S(=O)(=O)NCc2ccco2)cc1	-1%[38.3 µM]	-8%[0.074 µM]	0%	0%	0%	3%	-13%
56	CCOC(=O)Nc1cccc(NC(=O)c2cc(OC)cc(OC)c2)c1	-9%	-8%	5%	-12%	?	-3%	1%
57	CCCC(=O)n1nc(-c2ccc(Cl)cc2)nc1SC	-3%[38.3 µM]	-20%	5%	5%	-20%	1%	?
58	CCCc1cc(C(=O)Cc2nc3ccccc3s2)c(O)cc1O	-8%[38.3 µM]	9%	-3%	13%	6%	-6%	3%
59	Cn1cc(S(=O)(=O)NC(c2ccccc2)c2ccccc2)c(=O)n(C)c1=O	·	25%[10 µM]	4%	·	26%[9.22 µM]	·	·
